# From PubChem
# GRK2 inh – inhibitors of human GRK2 displacing RNA aptamer; bead flow cytometry, FAM-aptamer displacement from GRK2; inhibition of aptamer binding, % at 10 µM; 330,000 compounds, 0.59% hits; AID 488847;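 active = inhibition of aptamer binding above 40%, roughly 3 SD of noise, on plates passing a quality check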;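 note: median bead fluorescence of bound FAM aptamer so fluorescent compounds give negative values; no value below 0 was filed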
# Target sequence (P25098 whole entry, looked up): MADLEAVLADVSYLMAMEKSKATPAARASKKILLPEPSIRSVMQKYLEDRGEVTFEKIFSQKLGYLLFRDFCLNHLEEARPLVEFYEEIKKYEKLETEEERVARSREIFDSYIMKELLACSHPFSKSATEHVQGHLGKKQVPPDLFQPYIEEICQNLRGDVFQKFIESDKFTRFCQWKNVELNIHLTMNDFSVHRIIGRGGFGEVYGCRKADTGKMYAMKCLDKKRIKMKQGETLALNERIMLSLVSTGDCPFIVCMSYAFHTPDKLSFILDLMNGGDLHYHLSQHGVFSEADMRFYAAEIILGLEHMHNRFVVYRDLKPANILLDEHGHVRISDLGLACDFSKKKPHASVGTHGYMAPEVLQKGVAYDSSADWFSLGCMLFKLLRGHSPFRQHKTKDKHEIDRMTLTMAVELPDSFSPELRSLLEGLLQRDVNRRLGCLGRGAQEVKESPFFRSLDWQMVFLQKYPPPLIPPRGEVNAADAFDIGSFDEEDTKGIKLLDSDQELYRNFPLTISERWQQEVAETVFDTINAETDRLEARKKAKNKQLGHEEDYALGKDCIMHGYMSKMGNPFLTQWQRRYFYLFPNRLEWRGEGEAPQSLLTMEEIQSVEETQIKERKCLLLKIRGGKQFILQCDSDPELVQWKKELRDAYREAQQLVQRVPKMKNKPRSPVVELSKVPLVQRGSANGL
# CIT2-GFP yeast – modulators of TOR pathway CIT2-GFP in S. cerevisiae; S. cerevisiae CIT2-GFP strain, flow cytometry, 3 h; 100 means same as DMSO wells; GFP response vs DMSO, % at 10 µM; 320,000 compounds, 0.065% hits;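 active = GFP response relative to DMSO above a set limit, near the screen mean plus 3 SD, cut at about 150% in these data; inconclusive = Fewer than 70 cells measured for a yeast strain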;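 note: ratio of well median GFP fluorescence to mean of DMSO wells on the plate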
# VLA-4 inh – inhibition in a human VLA-4 binding assay | P13612 | VLA-4 expressing cells, ligand binding flow cytometry | AID 2557 | inhibition, % (about 7 µM as worked out from the volumes in the protocol) | 330,000 compounds, 0.2% hits; in the data active = inhibition above about 50%
# LAP4 TOR yeast – yeast TOR pathway LAP4-GFP modulation; S. cerevisiae LAP4-GFP multiplex, flow cytometry GFP, 3 h; median GFP as percent of DMSO wells; GFP response vs DMSO, % at 10 µM; 320,000 compounds, 0.34% hits; AID 2023;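 active = GFP response vs DMSO above a set limit, about the screen mean plus 3 SD, cut at about 150% in these data; inconclusive = under 70 cell events counted for the yeast strain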
# RPL19A TOR yeast – alters RPL19A-GFP fluorescence in TOR pathway yeast screen. S. cerevisiae RPL19A-GFP strain, flow cytometry, 3 h; active compounds read low. 330,000 compounds, 0.3% hits. percent response vs DMSO, % at 10 µM;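 active = percent response vs DMSO below 50%; inconclusive = fewer than 70 events counted for the yeast strain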;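 note: median channel GFP fluorescence of the barcoded RPL19A-GFP strain; ratio of sample median GFP to plate DMSO average so 100% = DMSO; lower means less RPL19A-GFP as with rapamycin TOR inhibition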
# MEP2-GFP yeast – alters MEP2-GFP fluorescence in TOR pathway yeast screen. S. cerevisiae MEP2-GFP strain, flow cytometry GFP, 3 h; 100% = DMSO control level. 330,000 compounds, 0.51% hits. GFP response vs DMSO, % at 10 µM. AID 2016;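 active = GFP response versus DMSO above a set limit, roughly screen mean plus 3 SD, cut at about 180% in these data; inconclusive = fewer than 70 cells counted for a yeast strain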;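 note: median GFP fluorescence of the barcode-gated MEP2-GFP cells per well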
# AGP1 TOR yeast – alters AGP1-GFP fluorescence in TOR pathway yeast screen; S. cerevisiae AGP1-GFP multiplex flow cytometry, 3 h; GFP as percent of DMSO wells; AID 2066; GFP response vs DMSO, % at 10 µM; 320,000 compounds, 0.02% hits;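 active = GFP response relative to DMSO above a set limit, near screen average plus 3 SD, cut at about 150% in these data; inconclusive = fewer than 70 cells counted for the yeast strain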;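 note: median GFP channel fluorescence of the gated AGP1 strain per well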
# CR mimetic SO – lowers age-related superoxide in aged yeast cells. superoxide response (% of plate mean), % at 10 µM. 330,000 compounds, 0.18% hits. S. cerevisiae aged cells, superoxide DHE fluorescence; active compounds read low;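 active = superoxide response under a set limit, about three screen SD below normal, cut at about 65% in these data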;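 note: yeast aged for seven days with compound at 30 °C before DHE staining; 100% = average MFI of all compound-treated wells on the plate with controls excluded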
# An asterisk follows results filed as active; ? = inconclusive; nt = not tested or not shown; [ ] = another dose, or the depositor's remark.
canonical_smiles,MEP2-GFP yeast,RPL19A TOR yeast,AGP1 TOR yeast,CIT2-GFP yeast,GRK2 inh,CR mimetic SO,VLA-4 inh,LAP4 TOR yeast
O=C(COC(=O)COc1ccc(Cl)cc1Br)NCCC1=CCCCC1,95,96,99,93,0,106,-8,105
CCN(CC)C(=O)[C@H]1CC(CC(=O)NCc2ccc(OC)c(OC)c2)C(=O)N2CCc3c([nH]c4ccccc34)[C@]12C (stereo partly specified),86,86,89,93,1,113,-22,80
CC(C)c1cccc(C(C)C)c1NC(=O)Cn1c(=O)cnc2ccccc21,111,106,107,109,1,96,8,100
CCOC(=O)c1ccc(NC(=S)N2CCN(CCN=CC3=C(O)CC(c4ccccc4)CC3=O)CC2)cc1 (stereo unspecified),89,90,96,82,2,104,4,96
CC(=O)c1cccc(NC(=O)COc2ccccc2C(=O)c2cc(C#N)c(=O)n(C3CCCCC3)c2)c1,93,98,93,97,5,94,0,92
Cc1ccc(CSc2nnc(CCNC(=O)OC(C)(C)C)o2)cc1,102,99,103,81,0,110,5,131
O=C(COC(=O)C1CCC1)NCc1ccc(Cl)cc1Cl,100,98,103,105,0,90,24,101
CC1CCCCC1NC(=O)CSc1nnc(CC(=O)Nc2ccccc2F)n1C (stereo unspecified),103,104,99,102,0,114,-9,90
COc1ccc(NC(=O)c2cccs2)cn1,96,98,102,95,0,72,-2,107
O=C(Cc1cccc2ccccc12)NN1C(=O)C2C(C1=O)C1C=CC2C12CC2 (stereo unspecified),106,105,103,103,0,107,19,108
Cc1c(NC(=O)COc2ncnc3c(Cl)cc(Cl)cc23)c(=O)n(-c2ccccc2)n1C,112,99,104,92,0,86,5,102
Cc1cccc(-n2nc3c(c2NC(=O)c2ccco2)CS(=O)C3)c1C (stereo unspecified),97,102,103,97,2,94,3,96
CCOC(=O)C1CCN(Cc2cc(=O)oc3c(C)c(C)ccc23)CC1,91,99,93,96,0,106,4,91
Cc1ccc(C)c(N2CCN(CC(=O)Nc3ccc([N+](=O)[O-])cc3C(=O)Nc3ccccc3F)CC2)c1,110,109,115,112,0,100,-7,116
O=C(c1ccc2c(c1)OCO2)N1CCN(S(=O)(=O)c2ccccc2)CC1,111,105,104,112,1,105,4,103
Cc1c(NC(=O)c2ccc(S(=O)(=O)N(C)c3ccccc3)cc2)c(=O)n(-c2ccccc2)n1C,113,97,99,99,3,98,5,111
COCCNC(=O)c1ccc2c(=O)n(Cc3ccco3)c(SCC(=O)NC3CCCC3)nc2c1,108,105,110,114,3,104,-2,104
CCN(C(=O)COC(=O)CSc1ccccc1)c1c(N)n(Cc2ccccc2)c(=O)[nH]c1=O,92,90,91,98,4,95,-2,93
CCOc1ccccc1C1CC(=O)NC2=C1C(=O)CCC2 (stereo unspecified),?,nt,?,?,22,100,11,?
CCOC(=O)CCC(NC(=O)CCCCCCCCC(=O)NC(CCC(=O)OCC)C(=O)OCC)C(=O)OCC (stereo unspecified),92,103,99,95,0,92,-11,88
CC(=O)c1ccc(NC(=S)N2CC(C)CC(C)C2)cc1 (stereo unspecified),97,103,106,99,2,92,6,95
CCOC(=O)c1c(NC(=O)CSc2ncnc3ccccc23)sc(C)c1C,93,92,90,84,5,109,6,97
O=C(Cc1cccc(F)c1F)NC1CCCN(Cc2ccc(Cl)cc2)C1 (stereo unspecified),104,104,125,94,0,84,7,86
OC(c1ccccc1)(c1ccccc1)C1CCN(C(=S)Nc2ccc(F)cc2)CC1,98,112,98,99,2,108,9,99
O=C1[C@H]2[C@@H](c3ccc(Cl)cc3)N3C(=O)N(c4cccc(F)c4)C(=O)[C@@]3(Cc3ccccc3)[C@H]2C(=O)N1C1CCCCC1,93,95,78,67,3,101,20,122
CC(C)[n+]1ccn(C2=C([O-])c3ccccc3C(=O)/C2=N\S(=O)(=O)c2ccccc2)c1,94,98,107,110,1,135,0,106
COc1ccc(Cl)cc1NC(=S)NC(=O)c1ccco1,105,101,107,106,44*,115,38,104
CCC(CC)COC(=O)C1=C(C)NC(=O)NC1c1ccc2c(c1)OCO2 (stereo unspecified),105,100,100,95,0,91,-2,98
CCOc1ccccc1C(=O)NCC(=O)NCC(c1ccco1)N1CCCCC1 (stereo unspecified),89,89,89,82,6,125,3,93
O=C(O)c1cccc(S(=O)(=O)NCC2COc3ccccc3O2)c1 (stereo unspecified),99,99,101,102,0,100,5,96
COc1ccccc1OCC(=O)NNC(=O)c1c(-c2ccccc2Cl)noc1C,105,107,102,100,0,94,3,110
O=[N+]([O-])c1c(Nc2ccc(Br)cc2)ccc2nonc12,103,104,98,101,2,108,-9,95
CCn1nnc(NC(=S)NC(=O)c2ccc(-c3cccc(Cl)c3)o2)n1,109,94,106,98,0,115,-13,125
O=C(Nc1nnc(S(=O)(=O)N2CCCC2)s1)c1ccccc1Cl,109,99,100,96,4,107,-14,112
CN1CCc2nc(SCC(=O)Nc3cccc(F)c3)c(C#N)c(-c3cccs3)c2C1,102,100,105,106,0,118,-112,99
Cc1cccc2sc(NC(=O)CCn3cccc3)nc12,90,94,91,93,0,117,-6,98
Cc1cc(=O)oc2c(CN3CCCC3)c(O)ccc12,659*[may fluoresce violet],42*[may fluoresce violet],?,?,1,121,-55,68[may fluoresce violet]
CCCN1CCN(C(=O)Cn2nc(CC)n3c(cc4sccc43)c2=O)CC1,103,98,107,109,4,98,-10,103
O=C(OCCc1cc2ccccc2c(=O)o1)c1ccc(F)cc1,89,97,90,80,1,94,7,112
C=CCN(c1ccc(C(=O)NCCCn2ccnc2)cc1)S(C)(=O)=O,101,102,103,109,0,104,18,98
CCc1nnc(NC(=O)c2ccc(S(=O)(=O)N3CCCCCC3)cc2)s1,?,104,109,?,1,118,1,?
CCn1nc(C)c(CNC(=O)C2CCC(=O)N(CCc3ccc(Cl)cc3)C2)c1C (stereo unspecified),113,106,106,106,4,92,2,101
CCC(=O)N1CCc2cc(Br)cc(S(=O)(=O)N3CCCC(C(=O)NC(C)(C)C)C3)c21 (stereo unspecified),326*[may fluoresce violet],53[may fluoresce violet],15[may fluoresce violet],?,1,96,-8,74[may fluoresce violet]
Cc1cccc(OCC(=O)N/N=C/c2ccccc2C(=O)O)c1,101,102,102,97,0,101,0,104
CC1CC(C)CN(Cc2nc(N)nc(Nc3ccccc3)n2)C1 (stereo unspecified),111,107,105,108,0,107,2,112
Cc1[nH]n(C(N)=S)c(=O)c1N=Nc1ccc(Cl)cc1Cl,110,103,91,101,3,98,4,99
CCOc1ccc(OCCC(=O)N(CCC(C)C)c2c(N)n(Cc3ccccc3)c(=O)[nH]c2=O)cc1,97,99,93,94,0,102,0,96
CCNc1nc(SC(C)C(=O)Nc2ccccc2)nc(N2CCOCC2)n1 (stereo unspecified),103,101,98,95,0,95,1,99
CCS(=O)(=O)c1ccc2oc(=O)c(/C=C(\O)c3ccc(Cl)cc3)nc2c1,103,105,104,86,2,106,7,116
COc1ccc(-n2c(=O)cc(N3CCN(Cc4ccccc4)CC3)[nH]c2=O)cc1,99,101,104,106,0,98,-18,99
Cc1cc(C)cc(OC(C)C(=O)Nc2ccc3c(c2)n(C)c(=O)n3C)c1 (stereo unspecified),105,105,107,102,0,105,0,100
COc1ccc(NC(C)=O)cc1NC(=O)CSc1nc2ncccc2[nH]1,105,101,102,96,2,92,19,101
COc1ccc(OCC(O)COc2ccc(OC)cc2)cc1,99,97,96,93,0,89,8,102
N#Cc1cnc(NCc2ccc(Cl)cc2Cl)nc1,110,107,107,111,1,94,-7,108
CCS(=O)(=O)N1CCCC(C(=O)NCCN2CCC(Cc3ccccc3)CC2)C1 (stereo unspecified),95,90,93,98,0,99,14,91
COc1ccc(C=O)cc1CSc1nnc(COc2cccc3cccnc23)o1,92,102,102,91,4,93,8,95
COc1ccc(C(=O)O)cc1S(=O)(=O)Nc1ccccc1-c1ccccc1,113,106,103,88,0,97,4,95
CC(CCn1cccn1)NC(=O)c1cc(COc2ccc(F)cc2Cl)on1 (stereo unspecified),97,99,98,95,2,120,-9,99
CCOC(=O)C1CCN(C(=O)COC(=O)c2ccccc2C(=O)c2ccc(Cl)cc2)CC1,104,103,110,95,2,108,1,111
Cn1c(=O)c2c(O)c(Cc3ccccc3)c(=O)[nH]c2n(C)c1=O,86,89,81,89,0,118,2,76

# A few values from above.
# Under VLA-4 inh, CCC(=O)N1CCc2cc(Br)cc(S(=O)(=O)N3CCCC(C(=O)NC(C)(C)C)C3)c21 (stereo unspecified) is entered as -8
# Under VLA-4 inh, CCS(=O)(=O)c1ccc2oc(=O)c(/C=C(\O)c3ccc(Cl)cc3)nc2c1 is entered as 7
# Under MEP2-GFP yeast, N#Cc1cnc(NCc2ccc(Cl)cc2Cl)nc1 is entered as 110

# (cont.)
canonical_smiles,MEP2-GFP yeast,RPL19A TOR yeast,AGP1 TOR yeast,CIT2-GFP yeast,GRK2 inh,CR mimetic SO,VLA-4 inh,LAP4 TOR yeast
COc1ccc(CNC(=O)COc2cc(O)c3c(c2)OC(C)(C)CC3=O)cc1,107,103,101,107,1,108,1,102
CS(=O)(=O)Nc1ccc(N2CCCCC2)c(Cl)c1,109,102,103,104,0,94,13,105
COC(=O)Nc1ccc(OC)c(OC)c1,112,108,116,107,0,104,7,102
CCCCC[C@@H]1C=C(C(=O)O)[C@H](c2ccc(CC)cc2)N1S(=O)(=O)c1ccc(C)cc1,91,96,80,100,0,100,35,82
Cc1cccc(/N=C/c2c(O)[nH]c3ccccc23)n1,110,98,104,93,0,98,11,114
N/C(COc1ccc(Cl)cc1Cl)=N\NS(=O)(=O)c1ccccc1,102,100,103,99,0,101,10,100
Cc1cc(NC(=O)CCC(=O)N(CC(=O)NC2CCCC2)Cc2ccc(F)cc2)no1,90,91,89,88,0,97,12,90
COc1ccc(-n2c(Cc3cc(=O)[nH]c(=O)[nH]3)nnc2SCC(=O)Nc2cc(C(F)(F)F)ccc2Cl)cc1,101,107,98,102,0,103,4,92
O=C(CCCOc1ccccc1)Nc1cc(S(=O)(=O)N2CCOCC2)ccc1N1CCOCC1,108,104,103,113,0,111,37,107
COc1ccc(-c2nnc(Nc3ccc(CC(N)=O)cc3)c3ccccc23)cc1,105,102,103,112,4,100,35,103
Cc1ccc(NC(=O)c2cc(-c3ccc(F)cc3)on2)cc1C,88,100,99,95,5,91,3,111
CCCCCC(=O)NNC1=NCC(Cc2ccccc2)S1 (stereo unspecified),111,103,114,109,0,92,5,102
CCCCn1c(=N)n(CC(O)COc2ccc(C)cc2)c2ccccc21 (stereo unspecified),107,99,97,92,0,104,48,101
Oc1nc(Nc2ccc(F)cc2)sc1/C=C1\C=Nc2ccccc21,93,94,96,93,0,109,-11,97
COc1ccc(-c2csc3nc(-c4ccc(C)cc4)oc(=O)c23)cc1OC,105,101,101,104,79*,148,26,103
Cc1nn(CC(=O)c2ccc(Cl)s2)c(C)c1[N+](=O)[O-],102,94,103,92,1,112,-1,113
CC(Sc1nc2ccccc2s1)C(=O)Nc1ccc2c(c1)OCO2 (stereo unspecified),101,87,88,93,0,126,3,86
O=C(CN1CCN(CC(=O)Nc2ccccc2Cl)CC1)Nc1ccc2c(c1)OCCO2,104,105,107,108,0,90,6,110
